Assay outcomes as filed in PubChem.
ssDAF12 agonist: S. stercoralis DAF-12 nuclear receptor activators, primary screen, cell-based, luminescence, HEK293, GRIP1 co-expression, lit1-tk-luc; HEK293 ssDAF-12/GRIP1 lit1-tk-luc reporter; % of 3 µM dafachronic acid response; Nuclear hormone receptor DAF-12 (Strongyloides stercoralis); 370,000 tested, 1% active; activation, % at 6.8 µM;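 active = activation above the mean over all tested compounds plus 3 SD, cut at about 0.9% in these data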;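 also: 0% = DMSO-only wells and 100% = 3 µM delta7-dafachronic acid wells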
PLC-beta3 inh: human PLC-beta3 inhibitors, primary screen, biochemical, fluorescence. Purified PLC-beta3, fluorogenic substrate. inhibition, % at 12.2 µM. 370,000 tested, 0.18% active. AID 720704, 2013; in the data active = inhibition above about 11%;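 also: 0% = median of compound wells on plate and 100% = full blocker control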
DAX1 inh-1: DAX1 (NR0B1) inhibitors, primary screen, cell-based, HEK293, Gal4-DAX1, luciferase luminescence | AID 504766, 2011 | 340,000 tested, 0.99% active | HEK293 Gal4-DAX1 luciferase reporter | Nuclear receptor subfamily 0 group B member 1 (Homo sapiens), P51843 | inhibition, % at 6.75 µM;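 active = inhibition above the mean over all tested compounds plus 3 SD, cut at about 4.2% in these data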;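 also: 0% = DAX1-transfected cells with DMSO and 100% = empty-vector control cells with DMSO; inhibition shows as a rise in luminescence from relieved DAX1 repression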
Target sequence (P51843 207-470 limits assumed): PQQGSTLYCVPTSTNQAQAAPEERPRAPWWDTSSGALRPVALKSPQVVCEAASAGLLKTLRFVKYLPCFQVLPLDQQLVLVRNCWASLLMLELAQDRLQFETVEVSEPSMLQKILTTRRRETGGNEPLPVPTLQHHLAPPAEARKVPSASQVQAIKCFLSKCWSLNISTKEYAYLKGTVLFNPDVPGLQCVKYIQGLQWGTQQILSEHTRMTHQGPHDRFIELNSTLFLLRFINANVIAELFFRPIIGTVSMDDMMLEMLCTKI
hcDAF12 agonist: H. contortus DAF-12 nuclear receptor activators, primary screen, cell-based, luminescence, HEK293, lit1-tk-luc reporter; 370,000 tested, 1.4% active; AID 652067, 2013; activation, % at 6.8 µM; HEK293 hcDAF-12 lit1-tk-luc reporter; 0% DMSO, 100% Δ7-dafachronic acid;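 active = activation above the mean of all tested compounds plus 3 SD, cut at about 5.5% in these data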;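 also: 100% = response to 3 µM Δ7-dafachronic acid high control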
PLCg1 inh: PLC-gamma1 enzyme inhibitors, primary screen, biochemical, fluorescence, purified enzyme; 1-phosphatidylinositol 4,5-bisphosphate phosphodiesterase gamma-1 (Homo sapiens), P19174; fluorogenic substrate; inhibition, % at 12.2 µM; 370,000 tested, 0.84% active; AID 720700, 2013; in the data active = inhibition above about 9.5%
ADAM10 inh: human ADAM10 inhibitors, primary screen, biochemical, QFRET, HTS; recombinant ADAM10, EDANS/DABCYL FRET peptide cleavage, 3 h; Disintegrin and metalloproteinase domain-containing protein 10 (Homo sapiens), O14672; 370,000 tested, 0.62% active; inhibition, % at 7 µM;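 active = inhibition above a per-campaign cutoff equal to the mean of compounds falling between control-based bounds plus 3 SD, cut at about 20% in these data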;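 also: 0% = DMSO wells while the 100% control is not disclosed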
Target sequence (O14672 214-748 limits assumed): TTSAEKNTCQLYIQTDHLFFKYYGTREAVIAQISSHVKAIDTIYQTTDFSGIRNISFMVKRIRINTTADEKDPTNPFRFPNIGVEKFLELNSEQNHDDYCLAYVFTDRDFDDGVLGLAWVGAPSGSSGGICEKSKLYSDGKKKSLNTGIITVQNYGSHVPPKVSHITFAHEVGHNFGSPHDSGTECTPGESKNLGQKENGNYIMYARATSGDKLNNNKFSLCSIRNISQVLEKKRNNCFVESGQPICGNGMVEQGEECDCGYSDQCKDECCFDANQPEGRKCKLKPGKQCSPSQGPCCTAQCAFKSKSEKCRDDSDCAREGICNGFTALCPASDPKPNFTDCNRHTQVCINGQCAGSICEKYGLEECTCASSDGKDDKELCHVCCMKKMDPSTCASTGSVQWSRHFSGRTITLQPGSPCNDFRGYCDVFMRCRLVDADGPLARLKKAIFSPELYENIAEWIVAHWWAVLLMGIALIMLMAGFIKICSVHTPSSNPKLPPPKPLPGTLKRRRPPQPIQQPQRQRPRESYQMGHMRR
DAX1 inh-2: DAX1 (NR0B1) inhibitors on StAR promoter, primary screen, cell-based, luminescence, SF-1 (NR5A1), full-length DAX-1; AID 652010, 2013; 370,000 tested, 1.1% active; inhibition, % at 6.8 µM; HEK293T StAR-luciferase reporter, SF-1/DAX-1 repression relief;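 active = inhibition above the mean over all tested compounds plus 3 SD, cut at about 3.6% in these data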;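 also: 0% = DAX-1 cells with DMSO and 100% = cells lacking DAX-1 with DMSO; higher inhibition means more luminescence from relief of DAX-1 repression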
FXN GAA850 act: FXN promoter activators, primary screen, cell-based, luciferase luminescence, HEK293 lucGAA850. HEK293 lucGAA850 FXN promoter luciferase reporter, 24 h; percent of 10 µM SAHA response. 360,000 tested, 0.56% active. activation, % at 6 µM;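 active = activation above the average of all compounds screened plus 3 SD, cutoff fixed separately per campaign, cut at about 7.5% in these data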;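 also: 0% = DMSO wells and 100% = 10 µM SAHA wells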
ADAM17 inh: ADAM17 inhibitors, primary screen, biochemical, QFRET; Disintegrin and metalloproteinase domain-containing protein 17 (Homo sapiens), P78536; recombinant ADAM17, EDANS/DABCYL FRET peptide cleavage; inhibition, % at 6.95 µM; 370,000 tested, 0.83% active; AID 720648, 2013;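 active = inhibition above the mean of compounds lying between control limits plus 3 SD, set per campaign, cut at about 8.5% in these data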;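 also: 0% = DMSO-only wells as the low control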
HGIII-sPLA2 inh: human group III sPLA2 inhibitors, primary screen, biochemical, QFRET, BODIPY PC-A2 liposome substrate; Group 3 secretory phospholipase A2 (Homo sapiens), Q9NZ20; QFRET BODIPY PC-A2 liposome hydrolysis, fluorescence; inhibition, % at 12.2 µM; 370,000 tested, 0.56% active;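 active = inhibition above mean plus 3 SD of compounds lying within the high and low control bounds, cut at about 19% in these data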;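 also: 0% = median of test compound wells and 100% = no enzyme DMSO wells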
hgDAF-12 ag: H. glycines DAF-12 receptor agonists, primary screen, cell-based, luminescence, HEK293, GAL4 fusion, UAS-luciferase; Nuclear hormone receptor DAF-12 (Heterodera glycines), GAL4 fusion; HEK293 GAL4-hgDAF12 UAS-luciferase reporter, agonist luminescence; normalized to butyrate control; activation, % at 6.8 µM; 370,000 tested, 1.8% active;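 active = activation above a cutoff set at the mean of all screened compounds plus 3 SD, cut at about 10% in these data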;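 also: 0% = DMSO wells and 100% = sodium butyrate wells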
Starred values were filed as active, the others as inactive; i = inactive; x = no result given.

SMILES	ssDAF12 agonist	PLC-beta3 inh	DAX1 inh-1	hcDAF12 agonist	PLCg1 inh	ADAM10 inh	DAX1 inh-2	FXN GAA850 act	ADAM17 inh	HGIII-sPLA2 inh	hgDAF-12 ag
CCC(C)n1c(SCC(=O)Nc2ccccc2C(F)(F)F)nc2ccsc2c1=O (centres undefined)	-1.7	-2	-1.1	-2.6	0	4	-0.9	-1.1	0	-4	-0.4
O=C(CSc1ncnc2nc[nH]c12)Nc1nnc(SCc2ccc(Cl)c(Cl)c2)s1	-1.6	-2	-0.6	-0.8	-5	13	0.7	-0.5	3	-42	1.0
Cn1c(=O)oc2cc(S(=O)(=O)NCCN3CCN(c4ccccc4F)CC3)ccc21	-1.2	1	0.8	1.0	2	-14	0.7	-0.6	-5	5	0.8
COc1ccc(C(=O)Nc2nc3ccc(S(C)(=O)=O)cc3s2)cc1OC	-1.7	-11	0.8	-1.9	-4	-6	-0.6	-0.3	-5	2	-2.2
CNC(=O)CCCN1C(=O)c2ccccc2Sc2ncccc21	-0.8	-1	0.8	-1.8	1	-2	0.4	-0.3	-2	-1	-0.6
Cc1nn(CCC(=O)N2CCN(S(=O)(=O)c3ccc(Cl)cc3)CC2)c(C)c1C	-1.6	-5	0.7	-2.2	1	6	-0.1	-1.1	-1	-3	-1.6
COc1cc(C2CC(=O)N3CN(Cc4ccccc4)CSC3=C2C#N)ccc1OCc1ccccc1 (centres undefined)	-1.1	-23	-0.2	-0.1	-23	27*	1.4	0.1	10*	-2	-2.7
COc1ccc(C(=O)Nc2cc(C)c3c(=O)oc4ccccc4c3n2)cc1	-1.4	-3	0.5	0.8	3	-13	0.0	0.4	2	12	0.1
CCN1CCN(CCCNC(=O)c2ccc3c(Cl)c4c(nc3c2)CCCC4)CC1	-1.2	-1	-0.4	-3.6	0	-1	2.8	1.2	-4	5	4.5
CN1CCN(CCCN(Cc2cccs2)C(=S)Nc2ccc(Cl)cc2)CC1	-1.9	1	-0.3	-0.9	-1	2	1.3	-1.2	2	-12	-1.4
CCOc1ncccc1C(=O)OCC(=O)Nc1cc(S(=O)(=O)N2CCCCC2)ccc1Cl	-0.3	0	0.3	-1.5	1	-4	-0.7	-1.3	-1	-7	-1.5
COc1ccc2c(c1)sc(=N)n2C	-2.0	-10	0.1	1.0	-2	-4	-0.5	-2.0	-1	6	-1.8
COc1ccccc1NC(=O)CSc1nc2c(sc3ccccc32)c(=O)n1CCN(C)C	-0.1	-53	-0.3	2.4	-30	i	-0.6	0.8	-226	1	0.3
COc1ccc(-c2nc(-c3cccc(C)c3)nc(N3CCN(C)CC3)c2C#N)cc1	-1.3	7	0.5	-0.4	7	9	-0.1	1.6	4	13	0.1
CC(C)CCN1CCC(CN2C(=O)C(=O)NC[C@@H]2Cc2ccccc2)CC1	-0.1	3	-0.9	-1.7	2	-18	1.9	0.3	-3	15	3.9
COc1ccccc1OCC(=O)NNC(=O)c1cnccn1	-1.1	6	-0.5	0.8	3	0	0.2	0.5	0	5	2.9
COCCn1c(=NC(=O)c2ccc(S(=O)(=O)N3CCOCC3)cc2)sc2cc(S(N)(=O)=O)ccc21	-0.8	-310	0.7	-0.4	-217	-44	-0.3	-0.3	-16	-2	2.1
NC(=O)c1ccc(NC(=O)c2cncn2-c2ccccc2)cc1	-0.6	-4	2.4	-0.9	-1	6	0.4	0.5	2	1	-0.3
Cc1onc(-c2ccccc2)c1C(=O)OCc1nnc(-c2ccccc2)o1	-1.0	-1	1.1	-1.3	-1	-2	-0.1	0.3	1	-7	0.5
O=C1CC2(CCN(C(=O)c3ccc(Cl)cc3)CC2)Oc2ccccc21	-1.0	-27	-0.4	-0.8	-19	-101	-1.9	-0.4	-33	1	-1.6
Cc1ccc(NC2=NCC(=O)N2C2CCCC2)cc1C	-0.9	-1	1.0	-0.3	-1	-2	0.0	-0.1	-1	4	1.1
COc1cc(CC(=O)OCC(=O)NCC(C)C)cc(OC)c1OC	-1.5	1	1.7	-0.8	2	4	-0.4	0.2	0	2	-0.4
CN(C)S(=O)(=O)c1ccc(F)c(C(=O)Nc2ccccc2C(=O)NC2CC2)c1	-1.0	-1	0.8	-0.6	3	-3	0.1	0.7	-4	0	-1.2
CCCCC1(CC)C(=O)NC(=O)NC1=Nc1ccc(OC)cc1 (centres undefined)	-0.5	2	1.6	0.4	6	-2	-0.3	1.4	-3	9	-1.6
CC(C)c1nc2scc(-c3ccc(Cl)cc3)c2c(=O)n1N	-0.9	-6	1.0	-2.6	2	6	0.3	1.8	2	1	3.3
COc1ccccc1C(=O)NC(=O)Nc1cccc(Cl)c1	0.8	-1	3.5	13*	4	3	1.9	6.8	-2	1	14*
COc1ccc(-c2cn(CCC(=O)O)c(-c3ccncc3)n2)cc1	-1.0	-6	-0.3	-0.5	-4	4	-0.2	0.3	-1	11	1.8
COc1ccc(C(CC(=O)O)NC(=O)COc2ccccc2)cc1OC (centres undefined)	-0.8	8	0.7	-0.6	1	2	-0.1	-0.2	-1	10	-0.3
O=C(CNS(=O)(=O)c1ccc(F)cc1)N1CCCCCC1	-1.0	1	0.1	-1.7	1	1	-0.2	2.3	-3	5	0.8
CNC(=S)N1N=C(c2ccc(OC)cc2)CC1c1ccc(Cl)cc1Cl (centres undefined)	-0.2	0	-0.1	-0.1	2	-2	-0.5	1.7	2	-9	2.1
COc1ccc(-n2c(=O)cc(N3CCCCCC3)[nH]c2=O)cc1	-1.4	4	0.7	-0.9	2	0	1.0	-0.5	-2	1	-0.5
NC(=O)c1ccc(N=Nc2c(-c3ccccc3)[nH]n(-c3ccccc3)c2=O)cc1	-1.4	6	x	-0.7	4	-6	0.0	x	-1	-3	-3.2
CN1C[C@@H]2[C@@H]3C(=O)N(Cc4ccccc4)C(=O)[C@@H]3[C@](Cc3ccccc3)(C1=O)N2C(=O)c1ccc(F)cc1	-0.7	-4	-0.2	-1.0	-5	-12	0.5	-0.3	-4	-2	2.2
C=CCNCc1ccc(C(=O)NCCCCCCC)cc1[N+](=O)[O-]	-1.1	-8	-0.2	-0.6	-5	-15	-0.3	2.7	-2	8	3.9
CSc1nnc(C)c(/C=C/Nc2ccc(Cl)cc2)n1	-1.1	-11	2.6	1.1	-12	-5	-0.4	1.6	-7	-5	-1.2
CCCCN1C(=O)CC(SC2CC(=O)N(CCCC)C2=O)C1=O (centres undefined)	-1.4	4	-0.7	0.4	6	7	-0.2	3.1	-4	-2	-2.7
O=C(Cn1ccccc1=O)Nc1ccc(Cl)c(S(=O)(=O)N2CCCCC2)c1	-0.7	-12	-1.6	0.2	-4	-7	-1.4	2.3	-5	-11	0.0
Cc1cccc(CN2CCC(CNC(=O)Nc3ccc(F)c(Cl)c3)CC2)c1	-1.9	0	-1.3	-3.7	2	-1	-1.1	0.4	0	-21	-6.7
CCC(C(=O)OCC(=O)C1(O)CCC2C3CCC4=CC(=O)CCC4(C)C3C(O)CC21C)C(C)C (centres undefined)	-1.9	3	-3.1	-3.1	2	-8	-1.2	3.5	0	-7	-6.5
CCCc1nnc(SCC(=O)NC2CCCCC2)n1CCOC	-1.0	1	0.8	0.5	0	-1	0.0	1.2	0	-1	2.4

Of the compounds above, these contain a thiophene ring, fused or not.
SMILES	ssDAF12 agonist	PLC-beta3 inh	DAX1 inh-1	hcDAF12 agonist	PLCg1 inh	ADAM10 inh	DAX1 inh-2	FXN GAA850 act	ADAM17 inh	HGIII-sPLA2 inh	hgDAF-12 ag
CCC(C)n1c(SCC(=O)Nc2ccccc2C(F)(F)F)nc2ccsc2c1=O (centres undefined)	-1.7	-2	-1.1	-2.6	0	4	-0.9	-1.1	0	-4	-0.4
CN1CCN(CCCN(Cc2cccs2)C(=S)Nc2ccc(Cl)cc2)CC1	-1.9	1	-0.3	-0.9	-1	2	1.3	-1.2	2	-12	-1.4
COc1ccccc1NC(=O)CSc1nc2c(sc3ccccc32)c(=O)n1CCN(C)C	-0.1	-53	-0.3	2.4	-30	i	-0.6	0.8	-226	1	0.3
CC(C)c1nc2scc(-c3ccc(Cl)cc3)c2c(=O)n1N	-0.9	-6	1.0	-2.6	2	6	0.3	1.8	2	1	3.3

Next section.
SMILES	ssDAF12 agonist	PLC-beta3 inh	DAX1 inh-1	hcDAF12 agonist	PLCg1 inh	ADAM10 inh	DAX1 inh-2	FXN GAA850 act	ADAM17 inh	HGIII-sPLA2 inh	hgDAF-12 ag
O=C(COC(=O)/C=C/c1ccccc1Cl)NC1CCCCCC1	-0.8	-4	-1.3	1.7	-2	-3	0.3	1.4	-3	-3	-2.9
COc1ccc(OCCCC(=O)Nc2ccc(N3CCCCC3)cc2)cc1	-0.6	10	-1.0	0.3	10*	1	0.1	1.9	2	-3	0.6
O=C(N/N=C/c1cn(-c2ccccc2)nc1-c1ccc(F)cc1)c1ccc(Br)o1	-1.0	-1	-0.6	-1.9	0	-2	0.2	-0.5	-1	2	-0.9
C[C@@H](NC(=O)[C@H]1O[C@@H](n2cnc3c(N)ncnc32)[C@H](O)[C@@H]1O)c1cccc2ccccc12	-0.7	3	x	-2.3	6	3	1.6	x	1	4	-2.0
O=C(Nc1cc(F)cc(F)c1)c1sc(Cl)nc1-c1ccccc1	-1.0	0	0.3	-2.0	0	-1	1.0	0.7	3	1	1.4
COc1ccc2oc(=O)c(C(=O)Nc3ccccc3C)cc2c1	0.4	-15	2.9	4.4	-12	-2	1.9	4.4	-6	1	12*
O=C(Nc1ccccc1C(=O)Nc1ccccn1)c1ccc([N+](=O)[O-])cc1	-1.2	-7	-0.5	-1.0	-3	-6	-0.8	-1.6	-1	-4	-4.4

Printed as active in PLCg1 inh, of those listed so far:
compound	ssDAF12 agonist	PLC-beta3 inh	DAX1 inh-1	hcDAF12 agonist	PLCg1 inh	ADAM10 inh	DAX1 inh-2	FXN GAA850 act	ADAM17 inh	HGIII-sPLA2 inh
COc1ccc(OCCCC(=O)Nc2ccc(N3CCCCC3)cc2)cc1	-0.6	10	-1.0	0.3	10*	1	0.1	1.9	2	-3
